Compound activity as filed in PubChem.
HMGR II inh – inhibitors of E. faecalis class II HMGR, primary screen, biochemical, Enterococcus faecalis | HMG-CoA reductase (Enterococcus faecalis, mvaE) | purified E. faecalis HMGR, NADPH absorbance 340 nm kinetic | inhibition, % at 10 µM | actives 0.41% (n = 190,000) | AID 1066, 2008;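 active means inhibition above a set limit, the median over all tested compounds plus 3 SD, cut at about 9.5% in these data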;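 further: enzyme runs in reverse so mevalonate oxidation gives rising NADPH absorbance; 0% = complete reaction with DMSO and 100% = background rate lacking mevalonate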
APP 5'UTR act – activators of APP 5'UTR luciferase reporter, primary screen, SH-SY5Y cells; activation, % at 2 µM; actives 1% (n = 190,000); SH-SY5Y APP 5'UTR luciferase reporter, luminescence; zero percent = DMSO vehicle wells;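 active means activation above a set limit, based on mean plus 3 SD of controls, cut at about 140% in these data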; further: values of inactives mirror those of a sister screen read the other way
FLuc act counter – FLuc activators, initial screening, artefact control for FLuc-dependent activation tests, biochemical, ATPlite luminescence; activation factor at 10 µM; ATPlite luciferase biochemical, 10 min; 0 = ATP-free wells, 1 = DMSO control; AID 1027, 2008; Luciferin 4-monooxygenase (Photinus pyralis), P08659; 200,000 tested, under 10 active;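 active means luciferase activation factor, scaled between plate controls, of at least 2 with compound at 10 µM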
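System: luciferase plus luciferin reagent, cell-free; medium: PBS as buffer for the ATP substrate; dosing: test compounds dosed from 2 mM stocks in 100% DMSO; timing: 10 min post-reagent at room temperature; measured by: luminescence measurement of luciferase light output; evaluation: luciferase activation, seen as luminescence increase over controls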
NF-kB expr up – activators of NF-kB expression in neurons, primary screen, cell-based, HTS; human neuronal cells, NF-kB reporter expression; active compounds read high; fold change at 12.5 µM; actives 1.6% (n = 190,000); in the data active means fold change above about 3.3
Hsp70 act – Hsp70 transcriptional activators, primary screen, cell-based, HeLa, Hsp70 promoter luciferase, luminescence, 10 µM; HeLa Hsp70 promoter luciferase reporter; scaled: vehicle 0, proteasome-inhibitor control 100%; activation, % at 10 µM; actives 0.04% (n = 200,000); AID 1203, 2008;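 active means activation above the mean across all tested compounds plus 3 SD, cutoff set per campaign, cut at about 5.5% in these data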;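 further: 100% = MG132 at 30 µM as the positive control and 0% = DMSO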
STAT1 activator – STAT1 signaling activators, primary screen, cell-based, HTS, luciferase reporter. NIH 3T3 STAT1-luciferase reporter, IFN-gamma, luminescence; 100% = IFN-gamma alone, no compound. activation (% of control), % at 5.5 µM. actives 2.6% (n = 200,000). AID 932, 2007;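 active means activation above the screen-wide mean activation plus 3 SD, cut at about 130% in these data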;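 further: raw ratio to IFN-gamma control signal so 100% means no change and 0% no light; values of inactives mirror those of a sister screen read the other way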
FLuc inh counter – firefly luciferase enzyme inhibitors, primary screen, artefact control for luciferase-based inhibitor screens, biochemical, luminescence, ATPLite | Luciferin 4-monooxygenase (Photinus pyralis), P08659 | 10 min | inhibition, % at 10 µM | actives 1.5% (n = 200,000) | AID 1006, 2008;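 active means inhibition above about 50% when tested at 10 µM, limit read from the data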
Redox H2O2 prof – compounds producing H2O2 with reducing agent – biochemical, NIH compound library profiling, artefact control for MLSCN library redox annotation, primary screen; DTT-dependent redox cycling H2O2, phenol red/HRP absorbance; 100% = 100 µM peroxide control, 0% = buffer; activation, % at 10 µM; actives 0.03% (n = 200,000);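 active means activation of at least 50% relative to the plate's high and low controls in the primary single-dose screen; inactive means activation below 50%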;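 further: compound incubated with DTT at 0.8 mM final as the reducing agent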
APP 5UTR inh – inhibitors of APP translation via 5'UTR reporter, primary screen, APP 5'UTR luciferase, SH-SY5Y cells; SH-SY5Y APP 5'UTR-luciferase reporter, luminescence; inhibition, % at 2 µM; actives 0.82% (n = 190,000); AID 1285, 2008;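 active means inhibition above a set limit, derived from the sample mean plus 3 SD, cut at about 45% in these data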; further: values of inactives mirror those of a sister screen read the other way
G6PDH counter – L. mesenteroides G6PDH inhibitors, counter-screen for G6PDH-coupled screening assays, biochemical, Leuconostoc mesenteroides enzyme; glucose-6-phosphate dehydrogenase [Leuconostoc mesenteroides]; Purified L. mesenteroides G6PDH, diaphorase/resazurin coupled fluorescence, 45 min; inhibition, % at 5 µM; actives 0.12% (n = 200,000); in the data active means inhibition above about 50%
* marks the source's active call; other numbers are inactive results. Rows were taken by chance. About 5.3% of those tested had a hit in this group.

structure	Redox H2O2 prof	FLuc inh counter	APP 5'UTR act	Hsp70 act	HMGR II inh	G6PDH counter	APP 5UTR inh	STAT1 activator	FLuc act counter	NF-kB expr up
CCC(=O)NC(=S)Nc1ccc(NC(=O)c2ccco2)c(Cl)c1	0.7	-1	-1	-0.2	1	0	1	109	1	1.6
CCCCCCNC(=O)Cc1ccc(Br)cc1	13	-3	5	-0.3	-2	-4	-5	96	1	1.3
CC(=O)Nc1ccc(S(=O)(=O)Nc2cc(C)c(-n3nc4ccccc4n3)cc2O)cc1	0.1	-5	18	-0.4	-2	2	-18	101	1	1.5
CCCc1nc(SCC(=O)Nc2cc(C)on2)c2ccccc2n1	-0.2	-1	4	0.1	-1	1	-4	86	1	1.3
Cc1ccc2cc(C)c3nnc(SCC(=O)N4CCCc5ccccc54)n3c2c1C	-1.2	-3	9	0.0	1	20	-9	99	1	0.76
CCc1ccc(C(=O)CSc2nc3cc(S(=O)(=O)N4CCOCC4)ccc3n2CC)cc1	0.5	1	-1	-0.2	-5	-14	1	99	1	1.2
CCCCc1ccc(S(N)(=O)=O)cc1	-0.2	-9	23	-0.2	-5	6	-23	102	1.1	1.1
COC(=O)C(NC(=O)c1ccc(Cl)cc1)(Nc1nc(C)cs1)C(F)(F)F (configuration not stated)	2.6	0	10	-0.4	2	-4	-10	97	1	1
N#Cc1cccc(NC(=O)CCC2CCCC2)c1	2.9	-8	34	-0.1	1	-5	-34	100	1.1	1.1
N/C(=N\N=C\c1ccnc2ccccc12)SC1CC(=O)N(c2ccc(Br)cc2)C1=O (configuration not stated)	-0.5	-2	13	-0.1	0	-60	-13	97	1	1
CC(=O)Nc1ccc(NC(C)=O)s1	-1.1	-6	-8	-0.4	2	5	8	97	1.1	1.2
S=c1[nH]nc(-c2ccccc2)n1/N=C/C=C/c1ccco1	0.1	-7	-13	0.1	-8	7	13	95	1.1	1.1
O=c1c(/C=N/Nc2ccccc2)c(Sc2nnnn2-c2ccccc2)nc2ccccn12	0.7	-1	-75	-0.2	-6	3	75*	100	1	0.89
Cc1c(C#N)c(NC(=O)C(C)C)n(Cc2ccccc2)c1C	-0.4	-5	2	0.0	-1	0	-2	103	1.1	1.3
CC1(C)CC(=O)C(C=Nc2ccc(O)c(N=CC3=C(O)CC(C)(C)CC3=O)c2)=C(O)C1	0.2	-1	1	0.1	2	-4	-1	116	1	1.4
COc1ccc(-c2cn(-c3ccc(OC)cc3)c(=S)[nH]2)cc1	0.2	14	-15	-0.2	-4	-10	14	110	0.9	1.2
CCn1c(SC)nnc1-c1nnc(SC)n1CC	0.5	-1	1	-0.1	-4	5	-1	97	1	1
CCOc1ccc(N(Cc2cc3cc(OC)ccc3[nH]c2=O)S(C)(=O)=O)cc1	-1.5	-6	3	-0.4	1	4	-3	100	1.1	0.84
Cc1ccc(S(=O)(=O)N2CCCCC2)cc1NC(=O)COC(=O)Cc1ccc(Cl)cc1	-0.3	-6	10	-0.4	-2	15	-10	109	1.1	1.1
CCSc1ccc(C(=O)Nc2ccc(Br)cn2)cc1[N+](=O)[O-]	-0.3	2	-4	-0.2	-2	8	4	94	1	1.1
CCc1nc(C)cn1S(=O)(=O)c1cc(Cl)c(OC)cc1Cl	-3.0	-5	15	0.0	7	14	-15	93	1	1.3
CN(C)C=NC(=O)c1ccc([N+](=O)[O-])c(CS(=O)(=O)c2ccc(Cl)cc2)c1	1.4	-3	-4	-0.2	0	0	4	99	1	1.3
O=C(CCn1c2c(c3ccccc31)CCCC2)NNC(=O)c1ccc([N+](=O)[O-])cc1	0.7	-7	22	-0.3	-8	-40	-22	101	1.1	0.95
Cc1ccc(CN2C(=O)CCC2C(=O)NC2CC2)cc1 (configuration not stated)	-1.6	5	-5	0.6	-4	12	5	95	1	1.2
COc1ccc(N2CCN(C(=O)c3ccc(C)cc3Cl)CC2)cc1	0.8	-4	-15	-0.2	1	3	15	100	1	0.96
COc1cc2ncnc(NCc3cccc(Cl)c3)c2cc1OC	-0.8	-6	-9	-0.6	-1	2	10	98	1.1	1.1
CC1=C(C(=O)N(C)C)C(c2cccc(Cl)c2)NC(=O)N1 (configuration not stated)	0.0	-1	5	-0.2	-5	2	-5	100	1	1
N#CC1=C(SCc2ccccc2)NC(=O)C(C#N)C12CCCC2 (configuration not stated)	1.2	0	5	-0.3	3	23	-6	102	1	1.2
CCCCNC(=S)N1CCn2cccc2C1c1ccc(F)cc1 (configuration not stated)	-1.5	0	-14	-0.3	-1	-5	14	98	1	0.99
CCNc1nc(NC(C)C)nc(Oc2ccc(=O)n(C)n2)n1	-0.2	0	10	0.1	1	7	-10	96	1	1.3

Quoted at random: two compounds from above, in no set order.
structure	Redox H2O2 prof	FLuc inh counter	APP 5'UTR act	Hsp70 act	HMGR II inh	G6PDH counter	APP 5UTR inh	STAT1 activator	FLuc act counter	NF-kB expr up
COc1ccc(N2CCN(C(=O)c3ccc(C)cc3Cl)CC2)cc1	0.8	-4	-15	-0.2	1	3	15	100	1	0.96
CN(C)C=NC(=O)c1ccc([N+](=O)[O-])c(CS(=O)(=O)c2ccc(Cl)cc2)c1	1.4	-3	-4	-0.2	0	0	4	99	1	1.3

Continuation.
structure	Redox H2O2 prof	FLuc inh counter	APP 5'UTR act	Hsp70 act	HMGR II inh	G6PDH counter	APP 5UTR inh	STAT1 activator	FLuc act counter	NF-kB expr up
CCOc1cc(S(=O)(=O)Nc2cc(C)cc(C)c2)ccc1Cl	0.4	-1	-19	-0.1	-5	6	19	93	1	0.91
Cc1ccc(S(=O)(=O)NC(=O)NCCCCNC(=O)NS(=O)(=O)c2ccc(C)cc2)cc1	0.1	-6	5	-0.1	-6	2	-6	103	1.1	0.98
CCC(=O)NC(=S)Nc1ccc(NC(=O)COc2ccc(Cl)cc2Cl)cc1	-7.8	-3	15	0.1	2	3	-15	100	1	1.1
CCC(=O)N1CCN(c2cc(NCC3CCCO3)c(F)cc2[N+](=O)[O-])CC1 (configuration not stated)	-0.1	-6	3	-0.2	-1	0	-3	97	1.1	1.1
O=C(N/N=C/C1CC=CCC1)c1ccccc1O (configuration not stated)	-0.1	28	1	-0.5	-3	6	-2	102	0.7	1
CC1C/C(=C/c2ccncc2)C(=O)/C(=C/c2ccncc2)C1 (configuration not stated)	-0.6	-3	-95	178*	1	1	95*	75	1	0.23
N#CC1=C(N2CCOCC2)/C(=C\c2ccccc2)CC1	-0.3	-6	-9	0.0	-2	5	9	103	1.1	1.1
COCc1nnc(NC(=O)CCCCCN2C(=O)c3ccccc3C2=O)s1	2.8	-5	-4	0.1	-4	-2	4	91	1	1.1
CN1CCCN(S(=O)(=O)c2ccc(Cl)c(Cl)c2)CC1	-1.6	-9	1	0.0	-3	11	-1	102	1.1	1
Cc1ccc(C(=O)c2cc3c(cc2[N+](=O)[O-])OCCO3)cc1	-0.2	-1	15	-0.4	0	3	-15	101	1	1.7
CCO[C@H]1OC(C(=O)N2CCOCC2)=C[C@@H](c2ccc3c(c2)OCO3)[C@@H]1CCCO	0.2	-3	25	-0.1	-4	10	-25	106	1	0.92
Cc1cc(Br)ccc1NC(=S)Nc1cccc([N+](=O)[O-])c1	0.4	-7	29	-0.4	0	8	-29	103	1.1	0.92
O=C(Nc1cccc(F)c1)c1cc(S(=O)(=O)N2CCC3(CC2)OCCO3)ccc1F	-1.5	-5	10	-0.2	-2	2	-10	99	1.1	0.9
N=C1C(c2nc(-c3ccc(F)cc3)cs2)=C(O)CN1Cc1ccc(Cl)cc1	0.5	-5	-6	-0.4	-3	5	6	101	1	1.5
O=C(COc1ccccc1Br)NCCc1nc2ccccc2[nH]1	2.9	-5	-5	-0.2	0	1	5	102	1.1	0.89
NS(=O)(=O)c1ccc(NC(=O)Nc2ccc(Cl)cc2)cc1	-0.3	-3	28	-0.1	-10	6	-28	107	1	1.7
COc1ccccc1N(C)S(=O)(=O)c1ccc(Cl)c(C(=O)OCc2c(C)noc2C)c1	-0.2	0	-11	-0.3	-4	6	11	95	1	0.6
COc1ccc(CNC(=O)Cc2nn(C)c(=O)c3ccccc23)cc1	3.9	3	-12	-0.3	2	6	12	75	1	0.78

Some entries already given with just HMGR II inh, APP 5'UTR act and G6PDH counter:
| compound | HMGR II inh | APP 5'UTR act | G6PDH counter |
| --- | --- | --- | --- |
| CC1C/C(=C/c2ccncc2)C(=O)/C(=C/c2ccncc2)C1 (configuration not stated) | 1 | -95 | 1 |
| CCOc1cc(S(=O)(=O)Nc2cc(C)cc(C)c2)ccc1Cl | -5 | -19 | 6 |
| CCCc1nc(SCC(=O)Nc2cc(C)on2)c2ccccc2n1 | -1 | 4 | 1 |
| CCc1nc(C)cn1S(=O)(=O)c1cc(Cl)c(OC)cc1Cl | 7 | 15 | 14 |
| CCNc1nc(NC(C)C)nc(Oc2ccc(=O)n(C)n2)n1 | 1 | 10 | 7 |
| CCC(=O)N1CCN(c2cc(NCC3CCCO3)c(F)cc2[N+](=O)[O-])CC1 (configuration not stated) | -1 | 3 | 0 |
